Source: PubChem (several laboratories)
Rab7 wt modul = alters GTP binding to wildtype dog Rab7 | GTP binding activity (percent of control), % at 10 µM | GST-Rab7 beads, fluorescent GTP binding, flow cytometry; actives lie on both sides; untreated = 100%, excess cold GTP = 0% | AID 758 | actives 0.055% (n = 190,000);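 active = fluorescent GTP binding to Rab7 beads changed by at least 20 points from the 100% baseline, either direction, mostly lower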;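 note: median green fluorescence of bound Bodipy-FL-GTP per Rab7 bead population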
Rac1 act GTP bind = human Rac1 activated mutant GTP binding change | P63000 | GST-Rac1 activated beads, fluorescent GTP binding, flow cytometry; actives lie on both sides; 100% means binding = to untreated wells | percent activity (GTP binding), % at 10 µM | actives 0.11% (n = 190,000) | AID 764;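 active = GTP binding at least 20 percentage points away from the 100% baseline, in either direction, so actives lie on both sides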
ABCB1 inh = blocks JC-1 efflux by human ABCB1 transporter | P08183 | CCRF-Adr cells, flow cytometry | inhibition, % at 6.6 µM | actives 0.067% (n = 190,000) | AID 1326; in the data active = inhibition above about 40%;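 note: 0% = vehicle and 100% = reference inhibitor; higher value means more JC-1 retained so stronger ABCB1 efflux block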
Target sequence (P08183 whole entry, looked up): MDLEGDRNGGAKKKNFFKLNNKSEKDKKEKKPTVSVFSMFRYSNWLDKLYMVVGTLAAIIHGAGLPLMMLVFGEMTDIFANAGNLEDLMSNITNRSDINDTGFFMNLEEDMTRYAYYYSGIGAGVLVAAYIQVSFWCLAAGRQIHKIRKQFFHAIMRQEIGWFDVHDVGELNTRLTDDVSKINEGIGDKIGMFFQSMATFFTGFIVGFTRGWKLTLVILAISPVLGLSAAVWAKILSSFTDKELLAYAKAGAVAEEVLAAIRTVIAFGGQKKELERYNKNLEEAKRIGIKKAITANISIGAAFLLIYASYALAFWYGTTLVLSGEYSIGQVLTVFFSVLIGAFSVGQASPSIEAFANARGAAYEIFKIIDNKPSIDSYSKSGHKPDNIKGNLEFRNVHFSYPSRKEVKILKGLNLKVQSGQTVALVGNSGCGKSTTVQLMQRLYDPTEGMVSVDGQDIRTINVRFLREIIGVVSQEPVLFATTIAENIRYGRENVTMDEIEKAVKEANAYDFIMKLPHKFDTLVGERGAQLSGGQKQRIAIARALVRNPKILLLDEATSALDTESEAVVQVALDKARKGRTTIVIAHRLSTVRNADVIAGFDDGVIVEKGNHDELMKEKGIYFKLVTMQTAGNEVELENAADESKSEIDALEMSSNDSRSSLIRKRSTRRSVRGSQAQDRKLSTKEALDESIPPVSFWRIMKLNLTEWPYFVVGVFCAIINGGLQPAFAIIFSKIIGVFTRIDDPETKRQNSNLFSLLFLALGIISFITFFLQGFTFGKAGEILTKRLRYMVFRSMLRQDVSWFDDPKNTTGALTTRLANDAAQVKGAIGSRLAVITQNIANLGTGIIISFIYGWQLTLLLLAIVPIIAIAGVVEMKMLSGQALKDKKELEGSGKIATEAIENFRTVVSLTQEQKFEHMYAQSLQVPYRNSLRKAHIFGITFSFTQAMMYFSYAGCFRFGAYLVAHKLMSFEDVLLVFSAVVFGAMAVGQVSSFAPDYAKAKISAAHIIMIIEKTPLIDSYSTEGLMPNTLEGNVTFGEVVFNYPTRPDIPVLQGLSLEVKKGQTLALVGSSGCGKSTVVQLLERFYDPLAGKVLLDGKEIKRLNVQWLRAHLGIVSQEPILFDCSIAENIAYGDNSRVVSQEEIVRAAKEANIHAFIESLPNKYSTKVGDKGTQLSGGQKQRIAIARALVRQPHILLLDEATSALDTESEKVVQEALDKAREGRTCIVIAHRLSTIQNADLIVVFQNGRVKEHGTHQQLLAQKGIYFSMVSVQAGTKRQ
Avidin fluor = avidin bead compound fluorescence profile; actives 0.38% (n = 220,000); fluorescence (KMESF) at 10 µM; Avidin beads, compound fluorescence 488/530 nm, flow cytometry; hits give high values; in the data active = fluorescence above about 47; note: inactives centre near 10
Rac1 wt GTP bind = modulators of human Rac1 wildtype GTP binding; actives 0.27% (n = 190,000); P63000; GTP binding activity (% of control), % at 10 µM; GST-Rac1 beads, fluorescent GTP binding, flow cytometry; actives lie on both sides; 0 = cold GTP competed, 100 = untreated;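 active = GTP binding activity at least 20 points away from the 100% control level, either lower or higher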
Rab2 wt GTP = changes GTP binding to wildtype dog Rab2A, up or down | P61105 | GST-Rab2 wt beads, Bodipy-GTP binding, flow cytometry | GTP binding activity, % at 10 µM | actives 0.19% (n = 190,000) | AID 760;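 active = GTP binding activity at least 20 points away from 100%, either lowered or raised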;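 note: 0% = beads with excess unlabeled GTP and 100% = no-compound control corrected for plate trend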
ABCG2 block = blocks JC-1 efflux by human ABCG2 transporter; IgMXP3 cells, flow cytometry; actives 0.1% (n = 190,000); AID 1325; Q9UNQ0; inhibition, % at 6.6 µM;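 active = inhibition above 80%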;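 note: 0% = DMSO and 100% = nicardipine control wells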
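System: two drug-resistant human cell lines, ABCG2 and ABCB1; controls: nicardipine high and DMSO low controls; times: 10 min exposure at 25 °C with rotation, no wash; detection: flow cytometry of retained JC-1 fluorescence; read-out basis: percent efflux inhibition, scaled nicardipine 100% to DMSO 0%; doses: one concentration, 6.6 µM final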
Cdc42 wt = modulators (inhibitors or activators) of GTP binding to human Cdc42 wildtype. AID 761. GST-Cdc42 beads, Bodipy-GTP binding, flow cytometry; actives lie on both sides. actives 0.2% (n = 190,000). percent activity (GTP binding), % at 10 µM. P60953;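 active = percent activity GTP binding at least 20 points away from the 100% baseline, either down as inhibitor or up as activator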;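 note: median bead fluorescence of bound Bodipy-FL-GTP at 100 nM; 0% = excess unlabeled GTP control and 100% = no compound control; below 100% means less GTP binding so inhibitor and above means activator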
Pf gametocyte = P. falciparum stage V gametocyte viability inhibition; P. falciparum stage V gametocytes, ATP luminescence, 24 h; inhibition, % at 10.9 µM; actives 0.065% (n = 150,000); AID 743093;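 active = inhibition above the mean plus 3 SD of compounds within the control limits, set per campaign, cut at about 38% in these data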;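 note: 0% = DMSO wells and 100% = medium only without gametocytes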
HRas wt GTP bind = changes GTP binding to wildtype human HRas | GTP binding activity, % at 10 µM | GST-Ras wt beads, Bodipy-FL-GTP binding, flow cytometry; actives lie on both sides | P01112 | actives 0.14% (n = 190,000) | AID 759;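 active = GTP binding activity at least 20% away from the 100% baseline, either lowered as inhibitor or raised as activator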;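 note: 0% = unlabeled GTP competition control and 100% = no-compound control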
GSH bead fluor = compound fluoresces at 488/530 nm on GSH beads; GSH beads flow cytometry, compound fluorescence 488/530 nm; hits give high values; actives 0.25% (n = 190,000); fluorescence (KMESF) at 10 µM; in the data active = fluorescence above about 89;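 note: glutathione beads carrying GST-tagged Bcl family fusion proteins plus one bare bead set; values are compound well signal with DMSO vehicle wells as background; inactives centre near 16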
* hit, by the source's call.

Screening NC(=O)NCC12CC3CC(CC(C3)C1)C2 returned Rab7 wt modul 95, Rac1 act GTP bind 97, ABCB1 inh 0.6, Avidin fluor 5, Rac1 wt GTP bind 105, Rab2 wt GTP 99, ABCG2 block 0, Cdc42 wt 100, HRas wt GTP bind 97 and GSH bead fluor 22.
CC(=O)Nc1ccc(S(=O)(=O)N2CCN(c3nc(NC4CCCC4)c4ccccc4n3)CC2)cc1 was read as Rab7 wt modul 105, Rac1 act GTP bind 103, ABCB1 inh 0.4, Avidin fluor 16, Rac1 wt GTP bind 105, Rab2 wt GTP 110, ABCG2 block 1, Cdc42 wt 111, HRas wt GTP bind 109 and GSH bead fluor 23.
Cc1ccc(-n2c(SCC(=O)N/N=C/c3ccc(C)s3)nnc2-c2ccccc2)cc1 was read as Rab7 wt modul 94, Rac1 act GTP bind 98, ABCB1 inh 3.5, Avidin fluor 15, Rac1 wt GTP bind 99, Rab2 wt GTP 95, ABCG2 block 7, Cdc42 wt 99, Pf gametocyte -27, HRas wt GTP bind 96 and GSH bead fluor 7.
For COc1ccccc1Nc1nc2nonc2nc1N1CCC(C)CC1 the results were Rab7 wt modul 102, Rac1 act GTP bind 101, ABCB1 inh 1.1, Avidin fluor 12, Rac1 wt GTP bind 105, Rab2 wt GTP 100, ABCG2 block 17, Cdc42 wt 103, Pf gametocyte 16, HRas wt GTP bind 102 and GSH bead fluor 13.
For Cc1ccc(NC2=NCC(=O)N2Cc2ccc3c(c2)OCO3)cc1 the results were Rab7 wt modul 104, Rac1 act GTP bind 98, ABCB1 inh 0.1, Avidin fluor 3, Rac1 wt GTP bind 114, Rab2 wt GTP 98, ABCG2 block 2, Cdc42 wt 103, Pf gametocyte 7, HRas wt GTP bind 105 and GSH bead fluor 38.
`Oc1c(Cl)cc(Cl)cc1Sc1cc(Cl)cc(Cl)c1O` gave Rab7 wt modul 92, Rac1 act GTP bind 91, ABCB1 inh -0.2, Avidin fluor 7, Rac1 wt GTP bind 93, Rab2 wt GTP 91, ABCG2 block -1, Cdc42 wt 88, HRas wt GTP bind 90 and GSH bead fluor 19.
Screening COc1ccccc1NS(=O)(=O)c1cc(NC(=O)CC(C)(C)C)ccc1N1CCOCC1 returned Rab7 wt modul 102, Rac1 act GTP bind 94, ABCB1 inh 0.1, Avidin fluor 8, Rac1 wt GTP bind 97, Rab2 wt GTP 94, ABCG2 block 1, Cdc42 wt 93, Pf gametocyte 6, HRas wt GTP bind 94 and GSH bead fluor 13.
COc1ccc(/C=N/NC(=O)c2c(-c3ccccc3)noc2C)cc1 was read as Rab7 wt modul 101, Rac1 act GTP bind 103, ABCB1 inh 0.7, Avidin fluor 6, Rac1 wt GTP bind 105, Rab2 wt GTP 100, ABCG2 block 4, Cdc42 wt 101, Pf gametocyte -8, HRas wt GTP bind 104 and GSH bead fluor 9.
COc1ccccc1C(=O)NCC(=O)NNc1ncnc(N)c1[N+](=O)[O-] was read as Rab7 wt modul 98, Rac1 act GTP bind 93, ABCB1 inh 0.0, Avidin fluor 11, Rac1 wt GTP bind 101, Rab2 wt GTP 99, ABCG2 block 10, Cdc42 wt 100, HRas wt GTP bind 99 and GSH bead fluor 13.
For Cc1ccc2c(c1)N(C(=O)CCC(=O)O)CCO2 the results were Rab7 wt modul 103, Rac1 act GTP bind 100, ABCB1 inh -0.1, Avidin fluor 11, Rac1 wt GTP bind 104, Rab2 wt GTP 98, ABCG2 block 0, Cdc42 wt 103, Pf gametocyte -1, HRas wt GTP bind 101 and GSH bead fluor 22.
`Clc1ccc(-c2csc(NNC3=NCCCCC3)n2)cc1` gave Rab7 wt modul 102, Rac1 act GTP bind 101, ABCB1 inh 0.6, Avidin fluor 9, Rac1 wt GTP bind 104, Rab2 wt GTP 101, ABCG2 block 2, Cdc42 wt 106, Pf gametocyte 7, HRas wt GTP bind 103 and GSH bead fluor 6.
CCCn1c(NCc2ccccn2)nc2ccccc21 was read as Rab7 wt modul 100, Rac1 act GTP bind 99, ABCB1 inh 0.0, Avidin fluor 26, Rac1 wt GTP bind 101, Rab2 wt GTP 97, ABCG2 block 0, Cdc42 wt 95, Pf gametocyte -8, HRas wt GTP bind 97 and GSH bead fluor 20.
O=C(Nc1ccc(Cl)c(Cl)c1)Nc1nnc(CSc2ccccc2)s1 was read as Rab7 wt modul 103, Rac1 act GTP bind 99, ABCB1 inh -0.7, Avidin fluor 9, Rac1 wt GTP bind 106, Rab2 wt GTP 101, ABCG2 block -2, Cdc42 wt 101, Pf gametocyte 15, HRas wt GTP bind 103 and GSH bead fluor 24.
For Cc1ccc(SCc2c(-c3ccccc3)nn(C)c2Cl)cc1 the results were Rab7 wt modul 94, Rac1 act GTP bind 97, ABCB1 inh 0.2, Avidin fluor 10, Rac1 wt GTP bind 100, Rab2 wt GTP 97, ABCG2 block 2, Cdc42 wt 98, HRas wt GTP bind 99 and GSH bead fluor 9.
For COC(=O)c1ccc(CSc2nnc(NCc3ccccc3)s2)o1 the results were Rab7 wt modul 99, Rac1 act GTP bind 100, ABCB1 inh 0.4, Avidin fluor 11, Rac1 wt GTP bind 99, Rab2 wt GTP 101, ABCG2 block 4, Cdc42 wt 100, Pf gametocyte 22, HRas wt GTP bind 100 and GSH bead fluor 55.
Screening CC(CCc1ccco1)NC(=O)c1cccc2c1C(=O)N(C1CCCCC1)C2 (stereo not given) returned Rab7 wt modul 95, Rac1 act GTP bind 97, ABCB1 inh 2.1, Avidin fluor 10, Rac1 wt GTP bind 103, Rab2 wt GTP 96, ABCG2 block 8, Cdc42 wt 99, Pf gametocyte 0, HRas wt GTP bind 95 and GSH bead fluor 10.
`CN(Cc1nc(CC2CC2)no1)CC12CC3CC(CC(C3)C1)C2` gave Rab7 wt modul 101, Rac1 act GTP bind 96, ABCB1 inh 0.2, Avidin fluor 10, Rac1 wt GTP bind 101, Rab2 wt GTP 98, ABCG2 block 1, Cdc42 wt 97, Pf gametocyte -4, HRas wt GTP bind 99 and GSH bead fluor 18.
`O=C(c1ccc(S(=O)(=O)NCC2CCCO2)cc1)N1CCc2ccccc21` (stereo not given) gave Rab7 wt modul 101, Rac1 act GTP bind 103, ABCB1 inh 0.0, Avidin fluor 6, Rac1 wt GTP bind 103, Rab2 wt GTP 106, ABCG2 block 0, Cdc42 wt 104, HRas wt GTP bind 104 and GSH bead fluor 21.
For CCCc1nnc(SCCSc2nnc(CCC)n2N)n1N the results were Rab7 wt modul 93, Rac1 act GTP bind 96, ABCB1 inh 0.1, Avidin fluor 9, Rac1 wt GTP bind 95, Rab2 wt GTP 94, ABCG2 block -4, Cdc42 wt 94, Pf gametocyte 19, HRas wt GTP bind 96 and GSH bead fluor 29.
CCOc1ccc(S(=O)(=O)NCc2csc(C)n2)cc1 was read as Rab7 wt modul 103, Rac1 act GTP bind 100, ABCB1 inh 0.4, Avidin fluor 13, Rac1 wt GTP bind 100, Rab2 wt GTP 100, ABCG2 block 2, Cdc42 wt 100, HRas wt GTP bind 101 and GSH bead fluor 25.
Screening Cc1cc(C)cc(Oc2ccccc2/C=C\C(=O)O)c1 returned Rab7 wt modul 95, Rac1 act GTP bind 86, ABCB1 inh 0.5, Avidin fluor 21, Rac1 wt GTP bind 88, Rab2 wt GTP 91, ABCG2 block 2, Cdc42 wt 88, HRas wt GTP bind 91 and GSH bead fluor 12.
Screening CCCc1cc(=O)[nH]c(SCC(=O)N2CCN(S(=O)(=O)c3ccc4ccccc4c3)CC2)n1 returned Rab7 wt modul 99, Rac1 act GTP bind 96, ABCB1 inh 0.5, Avidin fluor 13, Rac1 wt GTP bind 97, Rab2 wt GTP 98, ABCG2 block 1, Cdc42 wt 100, Pf gametocyte 64*, HRas wt GTP bind 100 and GSH bead fluor 23.
For Clc1ccc(/C=N/Nc2nnc(-c3ncc[nH]3)c3ccccc23)cc1 the results were Rab7 wt modul 101, Rac1 act GTP bind 97, ABCB1 inh 1.1, Avidin fluor 33, Rac1 wt GTP bind 98, Rab2 wt GTP 99, ABCG2 block 3, Cdc42 wt 102, Pf gametocyte 5, HRas wt GTP bind 100 and GSH bead fluor 14.
`COCc1cc(C)nc(N2CCOCC2)c1C#N` gave Rab7 wt modul 98, Rac1 act GTP bind 97, ABCB1 inh 0.2, Avidin fluor 8, Rac1 wt GTP bind 101, Rab2 wt GTP 101, ABCG2 block 1, Cdc42 wt 100, HRas wt GTP bind 99 and GSH bead fluor 22.
For CCCC(C)NC(=O)c1cccc(Oc2ccccc2)c1 (stereo not given) the results were Rab7 wt modul 103, Rac1 act GTP bind 95, ABCB1 inh -0.2, Avidin fluor 11, Rac1 wt GTP bind 98, Rab2 wt GTP 99, ABCG2 block 8, Cdc42 wt 95, Pf gametocyte -2, HRas wt GTP bind 95 and GSH bead fluor 8.
Screening COc1ccccc1-c1nnc(SCC(=O)NCc2cccs2)n1N returned Rab7 wt modul 104, Rac1 act GTP bind 94, ABCB1 inh 1.4, Avidin fluor 10, Rac1 wt GTP bind 94, Rab2 wt GTP 97, ABCG2 block 2, Cdc42 wt 93, Pf gametocyte 15, HRas wt GTP bind 96 and GSH bead fluor 16.
For O=C1CN=CN=CN1c1ccc(Cl)cc1Cl the results were Rab7 wt modul 99, Rac1 act GTP bind 94, ABCB1 inh -0.1, Avidin fluor 23, Rac1 wt GTP bind 101, Rab2 wt GTP 97, ABCG2 block 6, Cdc42 wt 101, Pf gametocyte 3, HRas wt GTP bind 97 and GSH bead fluor 12.
`Cc1ccnc(SCCn2c(N3CC(C)OC(C)C3)nc3c2c(=O)n(C)c(=O)n3C)n1` (stereo not given) gave Rab7 wt modul 99, Rac1 act GTP bind 94, ABCB1 inh 0.6, Avidin fluor 9, Rac1 wt GTP bind 94, Rab2 wt GTP 97, ABCG2 block 3, Cdc42 wt 94, Pf gametocyte -3, HRas wt GTP bind 96 and GSH bead fluor 15.
For Fc1ccccc1NC(=S)NCc1ccc2c(c1)OCO2 the results were Rab7 wt modul 100, Rac1 act GTP bind 99, ABCB1 inh 0.2, Avidin fluor 4, Rac1 wt GTP bind 105, Rab2 wt GTP 103, ABCG2 block 5, Cdc42 wt 103, HRas wt GTP bind 103 and GSH bead fluor 16.

Reprinted at random: 2 entries already listed.
`COCc1cc(C)nc(N2CCOCC2)c1C#N` gave Rab7 wt modul 98, Rac1 act GTP bind 97, ABCB1 inh 0.2, Avidin fluor 8, Rac1 wt GTP bind 101, Rab2 wt GTP 101, ABCG2 block 1, Cdc42 wt 100, HRas wt GTP bind 99 and GSH bead fluor 22.
For O=C1CN=CN=CN1c1ccc(Cl)cc1Cl the results were Rab7 wt modul 99, Rac1 act GTP bind 94, ABCB1 inh -0.1, Avidin fluor 23, Rac1 wt GTP bind 101, Rab2 wt GTP 97, ABCG2 block 6, Cdc42 wt 101, Pf gametocyte 3, HRas wt GTP bind 97 and GSH bead fluor 12.
